High-throughput results as filed in PubChem BioAssay.
TSHR antag: human thyrotropin receptor antagonism; 330,000 tested, 0.2% active; TSHR-expressing cells, TSH-stimulated cAMP HTRF, 2 h; active compounds read low; AID 504810; activity change, negative = inhibition, % at 11.5 µM; P16473;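 active = activity change below a set negative limit, meaning inhibition stronger than a set level, cut at about -70% in these data; inconclusive = activity change between two set negative limits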; note: % is set by controls: 0 for no effect and ±100 for the full control effect
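Competitive HTRF cAMP read-out (cryptate anti-cAMP antibody, cAMP-d2; 30 min, room temperature) in freshly harvested TSHR cells. Compounds added before TSH at EC80 (4nM final), followed by 2 hours' incubation at 37 deg C.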
MBNL1-CUG inh: inhibitors of human MBNL1 binding to CUG repeat RNA; 280,000 tested, 0.036% active; AID 2675; Potency, µM (highest dose often 57.5 µM), without a hit: at the top dose activity change, negative = inhibition, usual class: inhibitors; TR-FRET MBNL1-His/biotin-(CUG)12 binding, 665/545 ratio; Q9NR56; active = well fitted inhibition curve with a large enough effect in the signal ratio, with a control signal flat, not every such curve was filed as active; inconclusive = small, poorly fitted or top-dose-only effect, or effect the other way, or a change in a side signal; inactive = no such curve, though single readings can be large or run the other way; the % refers to the signal ratio; note: potency is the fitted concentration of half-maximal effect; % is set by controls: 0 for no effect and ±100 for the full control effect
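MBNL1-His + Biotin-(CUG)12, cpd titration 92 nM–58 uM; Tb anti-His Ab 0.055 ng/ul, SA-XL665 5 nM (final); 60 min RT; ratiometric 665/545 nm, Ex 340 nm; normalized to buffer and full-complex controls.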
Menin MLL FP TR: displaces Texas Red mutant MLL peptide from human menin. Potency, µM (highest dose often 61.6 µM), without a hit: at the highest dose FP activity change, negative = inhibition, hits mostly inhibitors. 270,000 tested, 0.23% active. O00255. Menin + Texas Red MLL mutant peptide, fluorescence polarization; active = well fitted inhibition curve with a large enough effect in the polarisation, with a control signal flat, not every such curve was filed as active; inconclusive = small, poorly fitted or top-dose-only effect, or effect the other way, or a change in a side signal; inactive = no such curve, though single readings can be large or run the other way; the % refers to the polarisation; note: potency is the fitted concentration of half-maximal effect; % of control where 0% means no effect; many of its hits are not listed in these tables
AT treatment: candidate therapy for ataxia-telangiectasia | […] A-T fibroblasts, KAP-1 phosphorylation AlphaLISA; neocarzinostatin DNA damage 30 min before lysis | Potency, µM (highest dose often 57.5 µM), for the others: at the highest dose activation, hits mostly activators | 320,000 tested, 0.19% active | AID 485349; note: potency is the fitted concentration of half-maximal effect; % of control where 0% means no effect; nearly all actives have a fitted effect of over 45% in size
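ATM-like activity read as KAP-1 phosphorylation via AlphaLISA donor/acceptor antibody pairs after lysis and 6 hr at 25C. Cells were ATM-null patient fibroblasts ([…], hTERT), dosed 60 min, then exposed to the DSB inducer NCS for 30 min.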
Mito fusion yeast: mitochondrial division inhibition or fusion activation. 320,000 tested, 0.23% active. S. cerevisiae fusion-defective mutant growth rescue, CellTiterGlo 48 h. AID 485298. Potency, µM (doses to about 46.1 µM), without a hit: at the highest dose growth rescue (activation), hits mostly activators;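 note: potency is the fitted concentration of half-maximal effect; % of control where 0% means no effect; nearly all actives have a fitted effect of over 45% in size; temperature-sensitive fusion mutants such as fzo1-1 at 37 °C on non-fermentable ethanol glycerol medium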
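Yeast fusion mutant, YPEG (non-fermentable carbon), compound, 48 h at 37C non-permissive; CellTiterGlo added, 10 min RT, luminescence read. Rescued growth = division inhibition.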
Integrin act MD: integrin-mediated muscular dystrophy alleviation activation | AID 624291 | Potency, µM (top dose mostly 38.3 µM), without a hit: at the top dose activation, actives largely listed as activators | alpha7betagal myoblasts, beta-gal FDG fluorescence, 48 h | 350,000 tested, 0.064% active;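 note: potency is the fitted concentration of half-maximal effect; 100% = response of the positive control SU9516; nearly all actives have a fitted effect of over 60% in size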
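Alpha7betagal+/- myoblasts (passage 13) were plated 16-24 hr, then exposed to compounds (1:260 dilution of DMSO stock) for 48 hours at 37C. After MPER lysis, β-galactosidase reporter activity was read as FDG fluorescence (ex 480/em 540) after 30 minutes.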
TCR act: T cell receptor activation; primary human leukocytes, anti-CD3, IL-2 HTRF, 48 h; Potency, µM (top dose mostly 9.22 µM), for the others: at the highest dose activation of IL-2 secretion, hits mostly activators; 330,000 tested, under 10 active; AID 504894; note: % of control where 0% means no effect
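48 hr co-incubation of compounds, a-CD3 beads and primary human leukocytes; IL-2 quantified homogeneously by HTRF with anti-IL-2 K and d2 conjugates.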
MLL CXXC-DNA inh: inhibitors of human MLL CXXC domain-DNA interaction; Q03164; MLL-CXXC / FITC-HOXA9 DNA fluorescence polarization; Potency, µM (series often up to 115 µM), for the others: at the top dose activity change, negative = inhibition, usual class: inhibitors; 290,000 tested, 0.037% active; active = well fitted inhibition curve with a large enough effect in the polarisation, with a control signal flat, not every such curve was filed as active; inconclusive = small, poorly fitted or top-dose-only effect, or effect the other way, or a change in a side signal; inactive = no such curve, though single readings can be large or run the other way; the % refers to the polarisation; note: potency is the fitted concentration of half-maximal effect
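Fluorescence polarization: 7 uM MLL-CXXC (stock) preincubated 5 min with compounds, then 50 nM fluorescein-HOX-A9 DNA (stock) added; 30 min ambient. Buffer 50 mM Tris-HCl pH 7.5, 50 mM NaCl, 1 mM DTT, 0.05% BSA.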
ASM inhibitor: human S-ASM enzyme inhibition. P17405. placental ASM, HMU-PC fluorogenic substrate, 60 min. Potency, µM (doses to about 57.5 µM), for the others: at the top dose activity change, negative = inhibition, hits mostly inhibitors. 340,000 tested, 0.006% active. AID 504937; note: potency is the fitted concentration of half-maximal effect
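Fluorescence read-out (Ex 386 nm, Em 447 nm) after stopping the reaction at pH 10. Enzyme: ASM from human placenta; substrate HMU-PC0, 9 uM final; 60 min, 37 °C. Compound preincubation 10 min, ambient temperature.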
TSG101-PTAP inh: blocks PTAP/TSG101 interaction to inhibit HIV-1 budding; Potency, µM (titrated, usually from 115 µM), inactives show top-dose activity change, negative = inhibition, actives largely listed as inhibitors; AID 493005; Q99816; 340,000 tested, under 10 active; Fluorescence polarization, FITC-PTAP peptide / Tsg101 binding; active = well fitted inhibition curve with a large enough effect in the main read-out, with a control signal flat, not every such curve was filed as active; inconclusive = small, poorly fitted or top-dose-only effect, or effect the other way, or a change in a side signal; inactive = no such curve, though single readings can be large or run the other way; note: potency is the fitted concentration of half-maximal effect; % of control where 0% means no effect
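Steps: Tsg101 binding domain dispensed (10 uM final), compounds pinned in DMSO, FITC-labeled PTAP-motif peptide added (50 nM final); after 20 min binding at room temperature, polarization measured.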
An asterisk follows results filed as active; ? = inconclusive; / = no result given; [ ] = another dose, or the depositor's remark. Unless noted, calls come from the whole dose curve; as a rule, active = well fitted curve in the direction sought with a large enough effect; inconclusive = small, poorly fitted or top-dose-only effect, or another doubt; inactive = no such curve, though single readings can be large; an effect the other way counts as inactive or inconclusive. Not all compounds are listed; rates above refer to the full screens.

SMILES	TSHR antag	MBNL1-CUG inh	Menin MLL FP TR	AT treatment	Mito fusion yeast	Integrin act MD	TCR act	MLL CXXC-DNA inh	ASM inhibitor	TSG101-PTAP inh
COc1ccccc1/C=N/n1nnnc1N	6.2	1.4%	-1.0%	-3.6%	4.1%	5.8%	-0.9%	0.6%	-1.3%	-0.4%
O=S(=O)(NC1CC1)c1ccc(S(=O)(=O)N2CCN3CCCC3C2)cc1 (stereo not drawn)	2.7	-14.1%	-5.5%	2.6%	6.8%	-21.2%	-9.2%	3.8%	2.5%	0.2%
COc1ccc(NC(=O)C(C)N(C)Cc2ccc3ccccc3c2)cc1 (stereo not drawn)	-0.1	-0.3%	-14.0%	13.0%	5.0%	-23.6%	-1.7%	16.9%	-2.3%	4.2%
N#C/C(=C\c1c[nH]c2ccccc12)C(N)=O	7.4	?	12.5%	-4.5%	-2.2%	-4.1%	-1.9%	10.2%	2.0%	0.8%
O=[N+]([O-])c1cccc(-c2nnc3ccc4ccccc4n23)c1	4.3	21.2%	-14.0%	0.5%	-3.1%	-12.0%	-0.4%[46.1 µM]	-4.5%	-0.5%	3.6%
COc1ccc(Cc2nnc(NS(=O)(=O)c3ccc([N+](=O)[O-])cc3)s2)cc1	-5.2	?	/	2.9%	1.8%	-10.1%	0.7%	6.8%	11.7%	-1.8%
COc1ccccc1CN(C)CC(=O)Nc1cccc(S(=O)(=O)N2CCCCC2)c1	-17.7	/	/	-2.5%	-3.9%	-28.6%	1.9%	/	3.2%	-7.8%
Cc1ccc2c(c1)cc(C(=O)N[C@@H](Cc1ccccc1)C(=O)O)n2C	2.9	3.7%	14.8%	0.3%	7.0%	18.1%	-2.1%	-0.3%	0.3%	-7.6%
Cc1ccc(C2C(C#N)=C(N)Oc3c2c(=O)n(C)c(=O)n3C)cc1 (stereo not drawn)	-4.0	10.7%	11.4%	11.4%	0.3%	1.0%	-2.9%	-13.9%	2.3%	-4.0%
COc1ccc(S(N)(=O)=O)cc1C(=O)NCC(C)(C)N1CCCCC1	-2.2	2.0%	-14.0%	3.5%	-4.4%	0.0%	5.2%	-4.8%	0.5%	-0.6%
O=C(CSc1nnc(-c2ccc(O)cc2)n1Cc1ccco1)c1cccs1	-0.5	3.0%	19.0%	8.8%	0.2%	-10.0%	-5.2%	-2.0%	-0.8%	-1.3%
CCOc1ccc(NC(=O)c2cccc3c2C(=O)N(Cc2cccnc2)C3)cc1	-2.6	-6.1%	47.1%[activator]	7.2%	18.9%	-21.8%	-1.4%	3.4%	3.6%	-2.8%
CCCC(=O)Nc1ccc(S(=O)(=O)Nc2cc(C)nc(C)n2)cc1	-13.2	-3.6%	0.1%	8.2%	-4.5%	3.9%	-2.0%	0.9%	2.3%	-0.8%
Cc1ccc(SCC(=O)Nc2cc(S(=O)(=O)N3CCCCC3)ccc2C)cc1	0.4	/	/	-1.2%	/	-7.5%	-2.5%	/	-2.2%	4.4%
CCc1ccc(N(C(=O)c2snc(C(N)=O)c2N)C(C(=O)NC2CCCC2)c2ccco2)cc1 (stereo not drawn)	9.3	4.3%	-15.8%	-3.0%	18.2%	2.51µM*	-1.2%	13.4%	294.1%[activator]	-4.1%
Cc1ccc(S(=O)(=O)N2[C@@H](c3ccc(Br)cc3)C(C(=O)O)=CC[C@H]2c2ccc(Cl)c(Cl)c2)cc1	-29.8	/	/	7.5%	/	-2.2%	9.8%	/	-3.6%	-9.3%
Cc1ccc(C(=O)N/C(=C\c2ccccc2)C(=O)NCCN2CCOCC2)cc1	7.6	0.8%	12.3%	5.7%	1.5%	0.0%	5.8%	11.1%	1.3%	-1.5%
NC(=O)C1CCCN(C(=O)c2ccc(S(=O)(=O)N3CCCCCC3)cc2)C1 (stereo not drawn)	0.0	/	/	8.3%	-2.0%	-8.4%	-0.2%	/	-0.3%	-0.5%
COc1ccccc1C(=O)Nc1ccc(N2CCN(S(C)(=O)=O)CC2)cc1	2.2	-5.2%	24.8%	8.0%	-2.1%	23.7%	/	5.1%	2.2%	-3.1%
CC1CCN(S(=O)(=O)c2cccc(C(=O)Oc3ccc([N+](=O)[O-])cc3)c2)CC1	-18.4	/	2.1%	-1.8%	0.1%	15.5%	-7.6%	4.0%	-2.2%	-2.2%
COC(=O)Cc1c(O)ccn(CCc2c[nH]c3ccccc23)c1=O	9.2	-1.4%	4.4%	1.2%	-0.5%	5.4%	1.4%	8.8%	2.3%	0.7%
Cc1ccc(C(=O)CCC(=O)OCC(=O)N2c3ccccc3NC(=O)C2(C)C)cc1	-12.5	/	/	9.6%	7.8%	0.6%	-0.9%	/	-3.0%	-1.5%
Cc1c(CCOC(=O)c2cc([N+](=O)[O-])cc([N+](=O)[O-])c2)sc[n+]1CC(=O)c1ccccc1	-8.8	?	-26.0%	-3.0%	-5.0%	0.0%	-7.3%	0.6%	-1.6%	-2.7%
CCn1c(=O)cc(OCC(=O)Nc2ccc(C)cn2)c2ccccc21	-9.1	1.1%	-17.2%	-0.1%	-1.7%	14.7%	2.5%	-0.7%	-1.2%	-5.5%
CC(=O)C(CC(=O)N1CCCc2ccccc21)C(=O)Nc1ccc(F)cc1 (stereo not drawn)	1.4	1.4%	1.1%	-0.8%	0.9%	-17.2%	-0.7%	-5.3%	0.9%	-2.6%
O=C(Cc1ccccc1)Nc1nc(=O)c2ccccc2s1	17.0	20.0%	2.4%	4.9%	-6.3%	-36.1%	1.2%	25.6%	4.2%	-4.8%
Cc1nc2ccc(Oc3ccccc3)cc2s1	-3.8	/	/	23.4%	-0.3%	-7.3%	-2.4%	/	2.2%	-0.6%
COc1ccc(CNC(=O)[C@H](C)NC(=O)C2CCN(S(=O)(=O)c3ccc(F)cc3)CC2)cc1	5.0	-5.2%	-7.9%	-2.6%	0.5%	-32.3%	2.1%	9.3%	0.3%	-0.5%
CCOc1ccc(S(=O)(=O)N2CCCC(C(=O)NCc3ccco3)C2)cc1 (stereo not drawn)	-7.0	0.9%	/	1.2%	-0.7%	-16.8%	-5.1%	-28.3%	3.7%	1.2%
CCOC(=O)c1sc(NC(=O)c2cccc(S(=O)(=O)N3CCc4ccccc43)c2)c(C#N)c1C	-19.0	1.1%	/	-4.2%	12.2%	26.5%	3.4%	14.1%	-2.2%	2.7%
COCCNC(C(=O)Nc1ccc([N+](=O)[O-])cc1Br)c1ccccc1 (stereo not drawn)	5.1	?	-4.7%	5.7%	0.7%	-6.7%	-1.2%[46.1 µM]	-2.0%	1.8%	-0.9%
CC(Oc1ccc(Br)cc1Br)C(=O)Nc1cccnc1 (stereo not drawn)	-34.0	-5.4%	/	3.3%	5.8%	?	-5.4%	4.5%	-2.4%	1.2%
COCCNC(=O)C(NC(=O)C1CCC(C)CC1)C(C)C (stereo not drawn)	3.2	-2.5%	-20.6%	-5.2%	1.1%	0.0%	2.3%	-5.2%	6.1%	-0.4%
Cc1ccc(C)c(N(CC(=O)Nc2ccc(-c3nc4ccc(C)cc4s3)cc2)S(C)(=O)=O)c1	0.5	/	-16.6%	-2.9%	8.6%	-12.2%	1.3%[46.1 µM]	10.6%	10.4%	1.6%
COc1ccc(NC(=S)N2CCCC(c3nc4ccc(C)cc4[nH]3)C2)c(OC)c1 (stereo not drawn)	8.9	1.4%	17.8%	-8.4%	-8.9%	-5.7%	-2.4%	-3.0%	-1.3%	-3.5%
Cc1cc(C)nc(-n2nc(C)cc2NC(=O)c2cc3ccccc3oc2=O)n1	/	/	/	/	/	3.4%	3.4%	/	-3.9%	-7.4%
COc1cccc(OC)c1OCCCCCCN1CCN(C)CC1	-1.4	-0.3%	-25.4%	-6.7%	5.3%	-40.1%	-2.7%	-11.0%	-2.0%	-1.6%
COc1cccc(CN2CC(C(=O)N(C)Cc3nc(C)cs3)CCC2=O)c1 (stereo not drawn)	0.2	0.4%	3.8%	-3.0%	3.3%	-6.6%	-2.7%	1.2%	1.1%	-4.4%
CC(=O)Nc1ccc(N2CCN(Cc3ccccc3F)CC2)cc1	-1.7	-4.4%	?	-2.3%	3.6%	0.8%	9.2%	13.0%	-1.5%	6.0%
CN1CCN(C(=O)Cn2ncc3c([nH]c4ccccc43)c2=O)CC1	10.9	-7.0%	/	4.5%	0.5%	-38.4%	-1.9%	8.5%	-1.0%	-0.8%
